Jurkat NFkB inh = inhibitors of induced NF-kB luciferase reporter, primary screen, TCR NF-kB activation inhibitor project, cell-based, luminescence, uHTS; Jurkat, PMA/ionomycin-induced NF-kB luciferase reporter; inhibition, % at 4 µM; 330,000 tested, 0.53% active; AID 435003, 2010; in the data active = inhibition above about 50%
TIM10 inh = growth inhibitors of isogenic TIM10 control yeast, primary screen, counter-screen for tim10-1 yeast inhibitor project, luminescence, uHTS; S. cerevisiae TIM10 strain growth, BacTiter-Glo luminescence, 24 h; inhibition, % at 10 µM; 330,000 tested, 1.4% active; AID 463195, 2010;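 active = inhibition of 40% or more at the single tested concentration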;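 note: wild-type TIM10 isogenic control strain grown at permissive 25 °C; 0% = DMSO yeast wells and 100% = minimal medium wells without yeast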
697 NFkB inh = inhibitors of PMA/ionomycin-induced NF-kB reporter, 697 cells, primary screen, B-cell NF-kB inhibitor project, cell-based, luminescence, uHTS | inhibition, % at 4 µM | 330,000 tested, 0.33% active | 697 B-cell NF-kB luciferase reporter, 16 h; in the data active = inhibition above about 35%
tim23-1 inh = growth inhibitors of tim23-1 mutant yeast, primary screen, luminescence, uHTS. AID 463212, 2010. inhibition, % at 20 µM. S. cerevisiae tim23-1 growth, BacTiter-Glo luminescence, 24 h. 330,000 tested, 1.3% active;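 active = growth inhibition of the mutant yeast at or above 50%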;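 note: temperature-sensitive mutant grown at 25 °C; plate controls were DMSO-treated mutant yeast for no effect and medium wells lacking yeast for full effect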
Mdm2 MdmX PPI = inhibitors of human Mdm2-MdmX association, primary screen, cell-based, luminescence, split luciferase, SaOS-2, uHTS; AID 485346, 2010; Protein Mdm4 (Homo sapiens) + E3 ubiquitin-protein ligase Mdm2 (Homo sapiens), …; 330,000 tested, 3% active; SaOS-2 split-luciferase Mdm2/MdmX complementation; inhibition, % at 8 µM;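 active = inhibition of at least 50% at 8 µM in the primary screen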
Target sequence (O15151 whole entry, looked up): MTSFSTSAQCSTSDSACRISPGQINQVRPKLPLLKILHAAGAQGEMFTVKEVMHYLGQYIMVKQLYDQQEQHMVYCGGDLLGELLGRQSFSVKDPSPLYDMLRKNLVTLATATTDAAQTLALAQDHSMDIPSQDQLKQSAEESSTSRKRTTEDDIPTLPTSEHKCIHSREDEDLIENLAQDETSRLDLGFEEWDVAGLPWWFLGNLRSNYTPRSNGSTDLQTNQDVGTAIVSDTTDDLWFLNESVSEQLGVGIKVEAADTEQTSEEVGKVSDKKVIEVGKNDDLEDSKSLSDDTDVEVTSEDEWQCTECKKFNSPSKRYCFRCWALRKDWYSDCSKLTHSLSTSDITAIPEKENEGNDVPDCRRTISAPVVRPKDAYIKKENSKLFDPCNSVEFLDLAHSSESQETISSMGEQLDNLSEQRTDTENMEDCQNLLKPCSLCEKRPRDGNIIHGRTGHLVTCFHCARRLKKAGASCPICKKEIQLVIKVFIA
Target sequence (Q00987 whole entry, looked up): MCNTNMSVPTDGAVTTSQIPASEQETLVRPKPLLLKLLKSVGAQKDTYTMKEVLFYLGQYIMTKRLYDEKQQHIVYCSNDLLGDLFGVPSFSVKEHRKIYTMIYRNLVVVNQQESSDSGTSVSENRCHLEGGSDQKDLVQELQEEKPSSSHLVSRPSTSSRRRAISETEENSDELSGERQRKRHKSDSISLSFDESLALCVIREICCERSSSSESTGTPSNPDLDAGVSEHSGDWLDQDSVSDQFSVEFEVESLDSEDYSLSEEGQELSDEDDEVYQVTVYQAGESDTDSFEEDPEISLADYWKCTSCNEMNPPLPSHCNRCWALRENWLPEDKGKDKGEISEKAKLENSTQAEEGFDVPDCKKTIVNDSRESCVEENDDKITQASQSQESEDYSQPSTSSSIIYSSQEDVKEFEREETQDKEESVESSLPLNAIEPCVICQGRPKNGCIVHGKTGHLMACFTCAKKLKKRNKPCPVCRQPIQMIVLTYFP
UPR XBP1 act = activators of adaptive XBP1 UPR arm, primary screen, cell-based, CHO-XBP1 luciferase reporter, luminescence, uHTS; IRE1-XBP1 UPR activation; percent of tunicamycin response, DMSO as zero; activation, % at 20 µM; 330,000 tested, 0.33% active; AID 463104, 2010;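 active = versus positive control, 20 µM dose yields 30% or more activation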;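 note: 100% = tunicamycin at 10 µg/mL and 0% = DMSO only wells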
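Material – CHO cell line with stable XBP1 luciferase reporter · Buffer or medium – F12 plus 10% FBS · Compound – single point, 20 µM final compound, 1% DMSO · Schedule – 16-18 h cell attachment at 37 °C, then 6 h compound exposure · Signal – Steady-Glo luminescence read · Benchmarks – high control tunicamycin 10 µg/mL final, low control DMSO vehicle only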
UPR CHOP act = activators of apoptotic CHOP UPR arm, primary screen, cell-based, CHO-CHOP luciferase reporter, luminescence, uHTS | activation, % at 10 µM | AID 449763, 2010 | 330,000 tested, 0.34% active | UPR activation; percent of tunicamycin response over DMSO baseline;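 active = at 10 µM dose, activation of 40% or more, normalized to positive control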;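 note: 100% = tunicamycin at 10 µg/mL and 0% = DMSO alone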
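Test system: CHO-CHOP cells, stable luciferase reporter of PERK-eIF2a-CHOP signalling | Quantity: 500 CHO-CHOP cells per well | Buffer or medium: F12 plus 10% serum | Compound dosing: 10 µM single point, 0.5% DMSO | Schedule: 6 h compound treatment, 37 °C | Signal: Luciferase luminescence | Control set: Tunicamycin high control, DMSO low control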
tim10-1 inh = growth inhibitors of tim10-1 mutant yeast, primary screen, luminescence, uHTS; S. cerevisiae tim10-1 ts strain growth, BacTiter-Glo, 24 h; inhibition, % at 20 µM; 330,000 tested, 2.2% active; AID 463190, 2010;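 active = inhibition of at least 40%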;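 note: mutant grown at 25 °C; 0% = DMSO wells with yeast and 100% = wells holding no yeast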
The depositor's hits bear a star.

SMILES	Jurkat NFkB inh	TIM10 inh	697 NFkB inh	tim23-1 inh	Mdm2 MdmX PPI	UPR XBP1 act	UPR CHOP act	tim10-1 inh
COC(=O)c1ccc(-c2nc(O)c3cnccn23)cc1	-10	2	-1	19	-14	-2	-0.3	12
Cc1c(C)c2ccc(OCC(=O)NCCCN3CCCC3=O)cc2oc1=O	-4	5	4	-5	10	-3	3.5	3
CC[C@@]1(c2cccc(C)c2)C(=O)N(C(=O)OC)N1C(=O)OC	-13	-4	3	0	17	-6	1.0	19
COc1ccccc1NC(=O)c1nn(-c2ccc(F)c(F)c2)ccc1=O	-6	-4	26	-15	26	-4	-1.9	-9
Cc1ccc(S(=O)(=O)Nc2ccccc2C(=O)N2CCOCC2)cc1	-8	11	1	11	12	-3	-0.4	13
O=C(O)c1ccc(CNCc2cccc(OCc3ccc(F)cc3)c2)cc1	-8	-3	5	-4	20	1	0.7	-2
O=C(CN(Cc1ccc2c(c1)OCO2)C(=O)CSc1nc2ccccc2o1)NC1CCCCC1	-4	36	1	8	20	-2	0.9	32
COCCCn1c(Cc2csc(Nc3ccc(F)cc3)n2)nnc1SCC(N)=O	13	-11	-18	9	7	-3	-1.6	-4
Cc1ccccc1NC(=O)CCC(=O)OCC(=O)c1cccc([N+](=O)[O-])c1	-4	-19	12	-6	9	3	-0.4	7
Cc1c(Cl)cccc1NC(=S)NCCc1ccc(F)cc1	-6	24	-15	41	14	-2	1.6	14

Results in TIM10 inh, tim10-1 inh and tim23-1 inh, for some of the entries so far:
molecule	TIM10 inh	tim10-1 inh	tim23-1 inh
O=C(CN(Cc1ccc2c(c1)OCO2)C(=O)CSc1nc2ccccc2o1)NC1CCCCC1	36	32	8
Cc1ccccc1NC(=O)CCC(=O)OCC(=O)c1cccc([N+](=O)[O-])c1	-19	7	-6
COC(=O)c1ccc(-c2nc(O)c3cnccn23)cc1	2	12	19
COCCCn1c(Cc2csc(Nc3ccc(F)cc3)n2)nnc1SCC(N)=O	-11	-4	9
CC[C@@]1(c2cccc(C)c2)C(=O)N(C(=O)OC)N1C(=O)OC	-4	19	0
Cc1c(Cl)cccc1NC(=S)NCCc1ccc(F)cc1	24	14	41

(list continues)
SMILES	Jurkat NFkB inh	TIM10 inh	697 NFkB inh	tim23-1 inh	Mdm2 MdmX PPI	UPR XBP1 act	UPR CHOP act	tim10-1 inh
CCOC(=O)N1CCN(C(=O)C2CC(c3cc(OC)ccc3OC)=NO2)CC1 (stereo not drawn)	-12	-5	-8	15	-3	0	4.2	10
COc1cccc(/C=N/N2CCN(c3ccc(Cl)cc3)CC2)c1OC	5	15	17	15	13	4	0.3	4
CCOc1ncccc1-c1nc(-c2cccs2)no1	-24	10	-47	20	-36	4	6.7	22
O=[N+]([O-])c1ccc(S(=O)(=O)Nc2ccc(-c3ccc(N4CCOCC4)nn3)cc2)cc1	-4	8	4	9	-12	0	0.7	22
CC(=O)Nc1ccc2c(c1)C(C)(C)C(C)N2C (stereo not drawn)	8	2	-7	20	-33	-4	0.3	9
Cc1nc(C#N)c(N/N=C/c2cccc(Cl)c2)o1	-14	9	-11	30	-1	0	7.1	18
CN(C)c1ccc(C(=O)NC2(N3CCC3=O)CCCC2)cc1	-16	-11	3	17	7	-2	1.9	-5
COc1cccc(NC(=O)C2COc3ccccc3O2)c1 (stereo not drawn)	-72	8	-26	20	-12	-2	1.8	14
Cn1c(=O)c2c(nc3n2CC(CO)O3)n(C)c1=O (stereo not drawn)	0	9	19	15	-8	-2	0.5	11
CC(=O)Oc1ccc(N(C(C)=O)S(=O)(=O)c2ccc3ccccc3c2)cc1	3	24	-3	20	22	0	0.1	19
CCN1CCN(C(=O)CCc2nnc(CCCCc3ccccc3)o2)[C@@H](C)C1=O	9	3	19	-1	-5	0	-0.7	20
CCCc1c(C(=O)Nc2ccc(F)cc2C)cnn1-c1ccccc1	-6	-19	-6	21	47	-2	0.1	13
COc1ccccc1CNC(=O)C(CC(C)C)NC(=O)C1CCC(C)CC1 (stereo not drawn)	3	17	13	12	14	2	1.2	23
Cc1ccc(NC(=O)/C(C#N)=C/c2cn(CC(=O)NCc3ccco3)c3ccccc23)cc1C	-22	-5	9	6	68*	235*	124*	14
O=C(c1ccc(COc2ccccc2Cl)o1)N1CCCC1	1	4	7	12	-5	1	0.8	28
COc1ccc(CCNS(=O)(=O)c2ccc(Br)cc2)cc1OC	5	-16	6	6	26	-5	1.9	-9
CCOc1cc(/C=N/NC(=O)c2cccs2)cc([N+](=O)[O-])c1O	0	15	9	26	-17	2	2.3	26
CCc1cc2cc(C)cc(C)c2nc1SCC(=O)N1CCCC1	-20	6	-48	2	27	0	-0.6	24
Cc1ccc(S(=O)(=O)CCSc2ccc(C(F)(F)F)cn2)cc1	8	-2	-11	19	-12	-1	-2.4	3
CCOc1ccc(N(CC(=O)Nc2cc(Cl)ccc2C)S(C)(=O)=O)cc1	13	-2	-11	3	27	-5	1.1	-8

Single records (already shown).
Cc1ccc(S(=O)(=O)Nc2ccccc2C(=O)N2CCOCC2)cc1 as listed: Jurkat NFkB inh: -8; TIM10 inh: 11; 697 NFkB inh: 1; tim23-1 inh: 11; Mdm2 MdmX PPI: 12; UPR XBP1 act: -3; UPR CHOP act: -0.4; tim10-1 inh: 13
Cc1ccc(NC(=O)/C(C#N)=C/c2cn(CC(=O)NCc3ccco3)c3ccccc23)cc1C as listed: Jurkat NFkB inh: -22; TIM10 inh: -5; 697 NFkB inh: 9; tim23-1 inh: 6; Mdm2 MdmX PPI: 68*; UPR XBP1 act: 235*; UPR CHOP act: 124*; tim10-1 inh: 14
CCc1cc2cc(C)cc(C)c2nc1SCC(=O)N1CCCC1 as listed: Jurkat NFkB inh: -20; TIM10 inh: 6; 697 NFkB inh: -48; tim23-1 inh: 2; Mdm2 MdmX PPI: 27; UPR XBP1 act: 0; UPR CHOP act: -0.6; tim10-1 inh: 24

More compounds follow.
SMILES	Jurkat NFkB inh	TIM10 inh	697 NFkB inh	tim23-1 inh	Mdm2 MdmX PPI	UPR XBP1 act	UPR CHOP act	tim10-1 inh
CCc1nc(SCC(=O)N2CCCCCC2)c2c(=O)n(C)c(=O)n(C)c2n1	-14	1	0	10	11	-3	-0.4	-5
Cc1ccc(NC(=O)CN(C)C(=O)c2cc(-c3ccco3)nc3ccccc23)cc1	-1	11	9	14	13	-1	0.6	29
Cc1nc(SCC(=O)c2c[nH]c3ccccc23)n[nH]1	-9	0	-7	0	3	-1	1.1	6
COc1ccc(-c2ccc(C(C)=O)cc2)cc1[C@H]1[C@H]2C=CC[C@@H](C)[C@@H]2C(=O)N1Cc1ccccc1	31	13	48*	26	58*	3	1.3	23
CCOc1ccccc1N1CCN(C(=O)c2c(C)noc2C)CC1	-13	-7	2	25	-10	-3	-1.7	14
COc1ccc(/C=N/NC(=O)c2nc(Cl)c(Cl)c(N)c2Cl)cc1COc1ccccc1F	-2	0	-11	-3	41	2	-2.3	-7
Clc1ccc(SCc2cc(-c3ccc(Cl)cc3)on2)cc1	5	-21	13	7	-3	1	0.6	-34
CC(=O)c1ccc(N/N=C2/CCCNC2=O)cc1	-44	17	-59	8	-46	3	1.3	-2
Clc1ccccc1-c1nc(-c2cccnc2)no1	-87	18	-152	17	-111	-2	1.2	32
c1ccc(CN2CCN(Cc3c[nH]c4ccccc34)CC2)cc1	18	-2	8	1	8	4	10.0	3

3 entries out of the list, arranged by SMILES length, highest first:
SMILES	Jurkat NFkB inh	TIM10 inh	697 NFkB inh	tim23-1 inh	Mdm2 MdmX PPI	UPR XBP1 act	UPR CHOP act	tim10-1 inh
COc1ccc(-c2ccc(C(C)=O)cc2)cc1[C@H]1[C@H]2C=CC[C@@H](C)[C@@H]2C(=O)N1Cc1ccccc1	31	13	48*	26	58*	3	1.3	23
c1ccc(CN2CCN(Cc3c[nH]c4ccccc34)CC2)cc1	18	-2	8	1	8	4	10.0	3
Clc1ccc(SCc2cc(-c3ccc(Cl)cc3)on2)cc1	5	-21	13	7	-3	1	0.6	-34

Next part:
SMILES	Jurkat NFkB inh	TIM10 inh	697 NFkB inh	tim23-1 inh	Mdm2 MdmX PPI	UPR XBP1 act	UPR CHOP act	tim10-1 inh
Cc1ccc(OCCC(=O)OCC(=O)c2ccc3c(c2)NC(=O)CO3)cc1	-23	-4	-4	-9	-2	-5	-0.1	-13
O=C(CCS(=O)(=O)c1ccccc1)Nc1ccc(S(=O)(=O)Nc2ncccn2)cc1	3	9	2	-1	24	-5	2.8	-12
COc1ccc(N2CCN(C(=O)c3ccc4c(=O)n(CC5CCCO5)c(=O)[nH]c4c3)CC2)cc1 (stereo not drawn)	-3	-9	1	-4	13	-1	0.3	0
COc1ccc(S(=O)(=O)N2CCCCC2)cc1NC(=O)c1ccc(CS(C)(=O)=O)cc1	-15	10	1	-9	-7	1	2.8	5
Cc1ccc(-c2[nH]ncc2/C=C(\C#N)C(=O)NC2CCCCC2)cc1	0	22	-46	38	40	0	-0.2	33
Cn1c(CCN2CCCCC2)nc2cc(NC(=O)COc3ccccc3)ccc21	-7	-4	11	-3	31	-1	0.4	-5
CN(C)S(=O)(=O)N1CCC(Oc2cccc(C(=O)NC3CCCCC3)c2)CC1	29	-9	-28	13	23	-2	2.0	29
Cc1ccc(C2=NN(C(=O)CNCCO)C(c3cccs3)C2)cc1 (stereo not drawn)	-49	14	-36	23	-45	0	4.0	25
CCC(CCC(=O)Nc1ccc(S(N)(=O)=O)cc1)C(=O)O (stereo not drawn)	-1	7	12	-8	-20	0	-1.4	-2
O=C(NC(=S)N1CCN(c2ccccn2)CC1)c1ccco1	-10	18	0	1	7	-4	1.9	18
Cc1ccc(S(=O)(=O)NC(=O)Nc2cccc([N+](=O)[O-])c2)cc1	11	7	16	3	2	0	-0.2	-20
COc1ccc(NS(=O)(=O)c2cccc(C(=O)N/N=C/c3cn(-c4ccccc4)nc3-c3ccccc3)c2)cc1	-14	24	-19	7	10	-1	2.7	5
O=C(NCc1ccccc1)C(=O)NCC1OCCN1S(=O)(=O)c1cccs1 (stereo not drawn)	9	-4	-4	10	4	-2	2.0	10
O=C(CCc1c[nH]c2ccccc12)OCc1ccc(Br)cc1	43	17	8	40	-25	-5	0.5	33
Cc1cc(=O)oc2cc(OC(C)C(=O)NCC3CCCO3)ccc12 (stereo not drawn)	9	10	-7	4	4	0	-0.2	-3
BrC(/C=N/Nc1nc(N2CCOCC2)nc(N2CCOCC2)n1)=C/c1ccccc1	3	17	-1	36	18	-2	-4.1	26
O=C(Nc1ccccc1)Nc1ccccc1C(=O)NCC1CC1	-2	-10	7	16	10	2	0.8	-10
COc1ccc(C(=O)C[n+]2ccccc2/C=N/O)cc1	-20	-3	-23	15	-4	1	-0.9	12
Cc1cc(C)c(S(=O)(=O)N2CCCCC2C(=O)O)c(C)c1 (stereo not drawn)	-4	-2	24	0	-25	1	-0.8	-1
CCNc1ccc(Br)cc(C(=O)/C=C/c2ccc(Cl)cc2)c1=O	8	24	10	25	9	1	5.4	13

Marked active in 697 NFkB inh (from the list above):
| SMILES | Jurkat NFkB inh | 697 NFkB inh | Mdm2 MdmX PPI | UPR XBP1 act |
| --- | --- | --- | --- | --- |
| COc1ccc(-c2ccc(C(C)=O)cc2)cc1[C@H]1[C@H]2C=CC[C@@H](C)[C@@H]2C(=O)N1Cc1ccccc1 | 31 | 48* | 58* | 3 |

Screening data: PubChem, Sanford-Burnham Center for Chemical Genomics
